Screening data: PubChem, several laboratories
Diaph inh CS: counter-screen for diaphorase-based assays: diaphorase inhibitors and chemical oxidizers | diaphorase resazurin-to-resorufin fluorescence, NADH, 16 min; bacterial (C. kluyveri) enzyme, not human | inhibition, % at 20 µM | 190,000 compounds, 0.69% hits;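 active = primary screen inhibition at 20 µM above a set limit, cut at about 50% in these data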;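 note: plate controls were DMSO with full reaction for no effect and wells lacking NADH for full effect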
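System: Diaphorase enzyme from Clostridium kluyveri | Amount: Enzyme working solution with 0.14 U/mL diaphorase | Benchmarks: No-NADH positive control and DMSO neutral control | Signal: Fluorescence of resorufin formed from resazurin, Ex 544/Em 590 nm | Schedule: 16-min room-temperature incubation before reading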
L major viab: inhibitors of Leishmania major promastigote growth | Leishmania major promastigotes, resazurin fluorescence viability | inhibition, % at 10 µM | 200,000 compounds, 9% hits | AID 1063;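 note: promastigotes grown with compound for 44 hours at 28 °C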
G6PDH CS: inhibits Leuconostoc G6PDH, flagging false hits in G6PDH-based assays. Purified L. mesenteroides G6PDH, diaphorase/resazurin coupled fluorescence, 45 min. inhibition, % at 5 µM. 200,000 compounds, 0.12% hits. AID 1020
Redox H2O2 prof: compounds producing H2O2 with reducing agent – biochemical, NIH compound library profiling, artefact control for MLSCN library redox annotation, primary screen; DTT-dependent redox cycling H2O2, phenol red/HRP absorbance; 100% = 100 µM peroxide control, 0% = buffer; 200,000 compounds, 0.03% hits; activation, % at 10 µM; AID 878;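 active = activation of at least 50% relative to the plate's high and low controls in the primary single-dose screen; inactive = activation below 50%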;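 note: compound incubated with DTT at 0.8 mM final as the reducing agent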
RAM inhibit: yeast RAM network inhibition; AID 868; 190,000 compounds, 1.8% hits; inhibition, % at 50 µM; S. cerevisiae dse1pr::URA3 reporter, 5-FOA growth OD615, 2 d; analog-sensitive cbk1-as2 kinase mutant strain;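 active = inhibition above a set limit, 3 SD over mean compound inhibition, cut at about 8.4% in these data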;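 note: 0% = DMSO-only wells with no growth and 100% = 10 µM 1-NA-PP1 full growth; inhibition rescues growth on 5-FOA so higher OD means more RAM inhibition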
PMI act satM6P: PMI (human) activation, high substrate. activation factor at 20 µM. coupled PMI enzyme assay, resazurin fluorescence, 20 min; stronger effect = higher value; 1 = untreated enzyme, 0 = substrate-free blank. P34949. 190,000 compounds, 0.34% hits. AID 1216;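 active = activation factor of 2 or more at 20 µM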
Target sequence (P34949 whole entry, looked up): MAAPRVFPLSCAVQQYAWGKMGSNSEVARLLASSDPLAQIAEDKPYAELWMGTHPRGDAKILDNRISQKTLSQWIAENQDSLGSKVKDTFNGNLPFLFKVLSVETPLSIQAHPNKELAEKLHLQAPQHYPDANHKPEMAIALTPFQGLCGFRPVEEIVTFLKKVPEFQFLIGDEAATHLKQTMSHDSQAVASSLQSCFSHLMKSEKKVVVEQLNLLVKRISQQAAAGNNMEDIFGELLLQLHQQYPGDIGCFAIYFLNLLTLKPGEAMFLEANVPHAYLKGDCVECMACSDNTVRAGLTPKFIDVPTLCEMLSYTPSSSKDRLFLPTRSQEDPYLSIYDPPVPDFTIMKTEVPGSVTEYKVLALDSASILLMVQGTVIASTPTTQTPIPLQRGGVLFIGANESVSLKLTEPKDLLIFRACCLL
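Material: human phosphomannose isomerase with PGI, G6PDH, diaphorase coupling enzymes; amount: PMI at 15 ng/mL final; also added: Mannose-6-phosphate 1.0 mM (near-saturating) plus 0.22 mM NADP+; incubation: enzyme reaction with compound 20 min at room temperature; signal: resorufin fluorescence (Ex 544/Em 590 nm) from resazurin via diaphorase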
S1P3 antag: antagonists of human S1P3 receptor | CHO S1P3 NFAT-BLA reporter, FRET fluorescence, antagonist mode | inhibition, % at 4.98 µM | 170,000 compounds, 0.27% hits;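 active = inhibition above the plate cutoff, the mean inhibition of test wells on that plate plus 3 SD, cut at about 28% in these data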;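 note: cells challenged with S1P at its EC80 of 0.8 µM; blue over green emission ratio from cleaved BLA substrate after 4 h stimulation; 0% = S1P-stimulated wells and 100% = unstimulated DMSO-only wells; some compounds past the cut are filed as inactive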
Target sequence (Q99500 whole entry, looked up): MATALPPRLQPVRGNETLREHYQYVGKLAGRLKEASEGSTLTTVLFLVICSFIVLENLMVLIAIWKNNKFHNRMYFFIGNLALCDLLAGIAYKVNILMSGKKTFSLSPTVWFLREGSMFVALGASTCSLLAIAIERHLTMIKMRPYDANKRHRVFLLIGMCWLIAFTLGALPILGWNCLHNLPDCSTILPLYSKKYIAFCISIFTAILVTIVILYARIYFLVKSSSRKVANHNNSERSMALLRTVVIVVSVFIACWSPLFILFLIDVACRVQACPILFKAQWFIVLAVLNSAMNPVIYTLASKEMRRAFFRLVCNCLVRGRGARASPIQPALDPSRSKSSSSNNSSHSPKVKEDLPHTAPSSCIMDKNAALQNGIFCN
Diaphorase act: activates diaphorase or chemically reduces, flagging diaphorase assay artifacts; Diaphorase/resazurin coupled assay, resorufin fluorescence, 16 min; stronger effect = higher value; 1 = vehicle wells, 0 = NADH-free wells; activation factor at 20 µM; 190,000 compounds, 0.005% hits; AID 1229;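 active = diaphorase activity raised at least twofold by the compound at 20 µM; inactive = activation factor below 2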
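Material: purified diaphorase enzyme from Clostridium kluyveri / Medium: HEPES pH 7.4 buffer with MgCl2 and Tween 20 / Schedule: enzyme reaction of 16 min at room temperature / Measured by: resorufin fluorescence, excitation 544 nm, emission 590 nm / Evaluation: rise in resorufin formation, marking diaphorase activation or chemical reduction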
PMI activator: activators of human phosphomannose isomerase. P34949. purified human PMI, coupled resazurin fluorescence, 20 min; stronger effect = higher value; 1 = vehicle control, 0 substrate-free wells. activation factor at 20 µM. 190,000 compounds, 0.005% hits;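 active = activation factor of 2 or more at 20 µM, relative to plate controls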
TLR4-MyD88 BLA: blocks binding of human TLR4 to MyD88; HeLa CL3-4 TLR4/MyD88 BLA complementation, FRET ratio; inhibition, % at 8.4 µM; 200,000 compounds, 0.18% hits; in the data active = inhibition above about 25%;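 note: 0% = vehicle and 100% = reference inhibitor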
Hsp70 activator: switches on Hsp70 transcription. activation, % at 10 µM. 200,000 compounds, 0.04% hits. HeLa Hsp70 promoter luciferase reporter, luminescence; scaled: vehicle 0, proteasome-inhibitor control 100%. AID 1203;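 active = activation above the mean across all tested compounds plus 3 SD, cutoff set per campaign, cut at about 5.5% in these data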;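 note: 100% = MG132 at 30 µM as the positive control and 0% = DMSO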
An asterisk follows results filed as active; x = no result given. Cut-off read from the data, not from the text of the source, unless noted: active = inhibition above about 50%; inactive = the rest.

SMILES	Diaph inh CS	L major viab	G6PDH CS	Redox H2O2 prof	RAM inhibit	PMI act satM6P	S1P3 antag	Diaphorase act	PMI activator	TLR4-MyD88 BLA	Hsp70 activator
O=C(CC1C(=O)NCCN1Cc1cccc(Oc2ccccc2)c1)NCCc1cscn1 (stereo not drawn)	x	-5	12	0.4	-0.5	x	-15	x	x	2	-0.2
Cc1ccc(S(=O)(=O)Nc2nsc(N)n2)cc1	3	-6	2	-0.9	1.1	1.1	-1	1	1	6	-0.1
COc1ccc(N2CCN(S(=O)(=O)Cc3ccccc3)CC2)cc1	8	-2	3	0.2	3.7	1	x	0.9	0.9	-8	-0.1
CCOC(=O)c1sc(-c2ccccc2)cc1NC(=O)Nc1ccccc1	0	8	-30	0.0	5.7	1	-11	1	0.9	-21	-0.1
O=C(C1CCCN(S(=O)(=O)c2cccc3nsnc23)C1)N1CCCCCC1 (stereo not drawn)	11	-1	4	6.9	2.3	0.9	-2	0.9	1	-12	-0.4
Cc1c(N=C2NC(=O)/C(=C/c3ccc(O)cc3)S2)c(=O)n(-c2ccccc2)n1C	15	-4	-1	-0.1	1.8	1	8	0.9	1.1	6	-0.2
CCN(CC)S(=O)(=O)c1ccc(Nc2nc3ccccc3n3nnnc23)cc1	20	67*	-5	-0.6	0.5	0.9	8	0.8	0.8	-11	-0.2
COc1ccc(C2C(C(=O)OCC(=O)N3CCCCC3)CCC(=O)N2c2ccc(OC)cc2)cc1 (stereo not drawn)	2	1	14	-0.4	-0.1	1	-8	1	1	1	0.0
COc1cccc(CN2CCN(C(=O)c3cc(-c4ccccn4)nc4ccc(Cl)cc34)CC2)c1	32	46	17	-0.7	0.6	0.9	-5	0.7	0.9	5	-0.5
O=S(=O)(NCC1CCCO1)c1ccc(S(=O)(=O)N2CCc3ccccc3C2)cc1 (stereo not drawn)	18	0	-5	4.4	4.6	0.8	11	0.8	0.9	3	0.1
O=C(O)C1Cc2ccccc2CN1S(=O)(=O)c1ccc2ccccc2c1 (stereo not drawn)	19	-5	-2	0.4	-0.1	1.1	x	0.8	1	-6	-0.3
Clc1ccc(SCc2cn3cccnc3n2)cc1	14	-6	-2	1.9	-1.0	1	x	0.9	1	2	-0.2
CNC(=S)NNC(=O)c1sccc1C	4	-4	15	0.0	2.3	1	-26	1	0.9	-12	0.0
CCOC(=O)C1=C(CSc2nncn2C)NC(=O)NC1c1cc(OCC)ccc1OCC (stereo not drawn)	-4	-5	6	-0.8	-0.4	1.1	4	1	0.9	10	-0.3
CCC(=O)Nc1nnc(SCC(=O)NCCc2ccc(OC)c(OC)c2)s1	4	8	6	-0.2	0.1	1	-2	1	1	16	-0.2
O=C(COC(=O)CNS(=O)(=O)/C=C/c1ccccc1)Nc1cc(S(=O)(=O)N2CCCCC2)ccc1Cl	31	-4	7	-1.2	3.0	0.9	21	0.7	0.9	3	0.0
COc1cc(CCC(=O)OCC(=O)Nc2c(C)cc(C)cc2C)cc(OC)c1OC	15	-3	3	-0.2	0.4	1	-1	0.9	1.1	20	0.1
COc1ccccc1NS(=O)(=O)c1ccc(Cl)c(NC(=O)CN2C(=O)c3ccccc3C2=O)c1	21	35	12	-0.4	8.1	0.9	-3	0.8	0.9	15	-0.1
COc1cccc(NC(=O)CSc2ncnc3c2cnn3Cc2ccccc2)c1	20	0	0	-0.2	8.4*	0.9	x	0.8	0.8	-6	-0.2
COC(=O)c1ccncc1C(=O)Nc1ccc(OC)cc1	5	-3	1	-0.7	2.4	1	-14	0.9	1	-12	-0.2
Cc1c(CCO)c(=O)[nH]n1C(=O)c1c(F)cccc1F	17	-4	15	1.0	1.0	0.9	x	0.8	0.9	3	-0.1
CCNC(=S)NNC(=O)c1cc(C)on1	15	-5	0	-4.7	-0.5	1	x	0.8	1.1	-5	-0.2
CC(=O)Nc1ccc(OS(=O)(=O)c2ccccc2C)cc1	2	-7	9	-0.2	-0.1	1.1	-12	1	1.1	11	0.0
Cc1ccc(-c2nc(C3CCN(S(C)(=O)=O)CC3)no2)cc1	-3	3	2	-0.2	1.5	1	6	1	1.1	11	0.1
CC(=O)c1cccc(NC(=O)COC(=O)COc2c(Cl)cc(Cl)c3ccc(C)nc23)c1	14	-6	-20	0.0	1.5	0.9	-16	0.9	0.9	-6	-0.2
CCn1c(=O)n(Cc2ccco2)c(=N)c2c3c(sc21)COC(C)(C)C3	8	2	6	-3.0	-0.3	0.9	x	0.9	1	7	0.2
O=c1c2cn[nH]c2nc(SCc2cc(=O)n3cc(Br)ccc3n2)n1-c1ccc(Br)cc1	23	42	0	-2.0	6.8	1	-35	0.8	0.9	8	0.7
O=c1c2cc3c(cc2[nH]c(=S)n1CCN1CCOCC1)OCO3	12	0	12	3.1	1.9	1	x	0.9	1.1	-2	-0.4
CC(=O)C1=C(c2ccccc2)NC(=S)NC1c1cc(Cl)c(OC(C)C)c(Cl)c1 (stereo not drawn)	16	30	3	-0.1	5.7	1	-7	0.8	0.8	-11	-0.5
COc1cccc2sc(Nc3nnc(-c4ccc(F)cc4)o3)nc12	7	96*	-71	-0.8	0.0	1	x	0.9	0.9	1	-0.2
CCOC(=O)C1CCN(C(=O)Cn2cc(C(=O)c3ccco3)c3ccccc32)CC1	5	-3	6	-0.6	2.5	1.3	18	0.9	1.1	-4	-0.3
Cc1ccc(OCC(=O)N/N=C\c2cn(C)c3ccccc23)c([N+](=O)[O-])c1	35	3	2	-4.0	-0.8	0.9	x	0.7	0.9	3	-0.2
CCc1nc2ccccc2c(C(=O)OC2CCOC2=O)c1C (stereo not drawn)	13	-3	3	-0.1	0.9	1	-19	0.9	1.1	7	-0.2
O=C(NCC1CCCO1)c1sc2ccccc2c1Cl (stereo not drawn)	7	31	-5	-0.2	0.8	0.9	-4	0.9	0.9	-7	0.2
Nc1c(C(=O)c2ccc(Cl)cc2)sc2c1c(=O)[nH]c(=O)n2-c1ccccc1	19	16	-7	0.3	4.4	1	-4	0.8	1	0	0.0
CC(C)CNC(=O)CC(NCC(C)C)C(=O)O (stereo not drawn)	14	-3	21	-0.7	0.8	0.9	-1	0.9	0.9	9	0.4
Cc1ccc(C(=O)Nc2ccc(O)c(C(=O)O)c2)o1	16	-3	2	0.2	1.9	1	2	0.8	0.9	3	-0.3
O=C(CSc1ccc2c(c1)OCCO2)NCC1CCCO1 (stereo not drawn)	19	6	12	2.2	1.5	0.9	-6	0.8	0.9	-7	1.1
CCc1ccccc1OCC(=O)NC1CCCC1	3	11	13	-1.4	-0.3	1	-6	1	1	3	-0.1
O=C1C(Cl)=C(N2CCOCC2)C(=O)N1c1ccccc1	11	-5	3	0.0	-0.8	0.9	x	0.9	0.9	2	-0.3
CS(=O)(=O)NC1CCN(Cc2ccccc2)CC1	8	4	2	-1.4	0.7	1	-20	0.9	1	1	-0.3
CN(C)S(=O)(=O)c1cccc(NC(=O)CCSc2ccc(Cl)cc2)c1	8	5	10	0.1	6.5	0.9	-13	0.9	1	-1	-0.3
Cc1occc1C(=O)NNC(=S)Nc1ccccc1	3	18	9	1.6	0.7	0.9	x	1	0.9	-9	0.0
Cc1cc(C)n(-c2nc(NCCC(C)C)c3c4c(sc3n2)COC(C)(C)C4)n1	16	71*	0	5.6	-0.1	0.9	x	0.8	0.8	3	0.3
O=C(Nc1ccncc1)c1cccc(F)c1	4	23	0	2.6	-0.6	1	-16	1	0.9	-8	-0.4
O=C(Nc1ccc(N2CCOCC2)cc1)C1CC(=O)N(c2ccc(F)cc2)C1 (stereo not drawn)	x	-7	-3	0.3	-0.5	x	-23	x	x	5	-0.2
CCCCOc1ccc(S(=O)(=O)NCc2csc(C)n2)cc1	18	1	-19	0.2	0.2	0.9	8	0.8	0.9	11	-0.1
CCOC(=O)N1CCc2c(sc3nc4n(c(=O)c23)N=C(C)CS4)C1	-2	-2	16	-4.7	-1.0	1	x	1	1	-12	0.0
CCOC(=O)C1=C(C)OC(N)=C(C#N)C1c1c(C)nn(-c2ccccc2)c1Cl (stereo not drawn)	22	0	-4	-0.4	-0.3	0.9	x	0.8	0.8	13	-0.3
Cc1ccc(CN2C(=O)CSc3ccc(C(=O)NCCN4CCOCC4)cc32)cc1	12	20	-10	0.1	-1.0	1	-11	0.9	0.9	-1	-0.1
Cc1ccc(N(C(=O)C2CCCC2)C2C=CS(=O)(=O)C2)cc1 (stereo not drawn)	4	-6	-8	1.8	-0.1	1	-9	1	1	3	-0.3

8 structures already listed, sorted by molar mass, rising.
SMILES	Diaph inh CS	L major viab	G6PDH CS	Redox H2O2 prof	RAM inhibit	PMI act satM6P	S1P3 antag	Diaphorase act	PMI activator	TLR4-MyD88 BLA	Hsp70 activator
O=C(Nc1ccncc1)c1cccc(F)c1	4	23	0	2.6	-0.6	1	-16	1	0.9	-8	-0.4
CS(=O)(=O)NC1CCN(Cc2ccccc2)CC1	8	4	2	-1.4	0.7	1	-20	0.9	1	1	-0.3
Cc1occc1C(=O)NNC(=S)Nc1ccccc1	3	18	9	1.6	0.7	0.9	x	1	0.9	-9	0.0
Cc1ccc(N(C(=O)C2CCCC2)C2C=CS(=O)(=O)C2)cc1 (stereo not drawn)	4	-6	-8	1.8	-0.1	1	-9	1	1	3	-0.3
CCOC(=O)N1CCc2c(sc3nc4n(c(=O)c23)N=C(C)CS4)C1	-2	-2	16	-4.7	-1.0	1	x	1	1	-12	0.0
O=C(Nc1ccc(N2CCOCC2)cc1)C1CC(=O)N(c2ccc(F)cc2)C1 (stereo not drawn)	x	-7	-3	0.3	-0.5	x	-23	x	x	5	-0.2
CN(C)S(=O)(=O)c1cccc(NC(=O)CCSc2ccc(Cl)cc2)c1	8	5	10	0.1	6.5	0.9	-13	0.9	1	-1	-0.3
Cc1cc(C)n(-c2nc(NCCC(C)C)c3c4c(sc3n2)COC(C)(C)C4)n1	16	71*	0	5.6	-0.1	0.9	x	0.8	0.8	3	0.3
